High-throughput results (PubChem BioAssay)
NR1D1 modulator: modulators of Rev-erb alpha DNA binding, primary screen, biochemical, FITC-DNA, fluorescence polarization, uHTS. Nuclear receptor subfamily 1 group D member 1 (Homo sapiens), P20393. Rev-erbα–FITC-DNA binding, 90 min. activity, % at 10 µM. actives 0.79% (n = 370,000). AID 1259318, 2017;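 active means activity above about 14%, limit read from the data; passing the limit was not always enough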;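 further: 0% = DMSO wells with 35 nM protein and 100% = DMSO wells with 750 nM protein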
Target sequence (P20393 whole entry, looked up): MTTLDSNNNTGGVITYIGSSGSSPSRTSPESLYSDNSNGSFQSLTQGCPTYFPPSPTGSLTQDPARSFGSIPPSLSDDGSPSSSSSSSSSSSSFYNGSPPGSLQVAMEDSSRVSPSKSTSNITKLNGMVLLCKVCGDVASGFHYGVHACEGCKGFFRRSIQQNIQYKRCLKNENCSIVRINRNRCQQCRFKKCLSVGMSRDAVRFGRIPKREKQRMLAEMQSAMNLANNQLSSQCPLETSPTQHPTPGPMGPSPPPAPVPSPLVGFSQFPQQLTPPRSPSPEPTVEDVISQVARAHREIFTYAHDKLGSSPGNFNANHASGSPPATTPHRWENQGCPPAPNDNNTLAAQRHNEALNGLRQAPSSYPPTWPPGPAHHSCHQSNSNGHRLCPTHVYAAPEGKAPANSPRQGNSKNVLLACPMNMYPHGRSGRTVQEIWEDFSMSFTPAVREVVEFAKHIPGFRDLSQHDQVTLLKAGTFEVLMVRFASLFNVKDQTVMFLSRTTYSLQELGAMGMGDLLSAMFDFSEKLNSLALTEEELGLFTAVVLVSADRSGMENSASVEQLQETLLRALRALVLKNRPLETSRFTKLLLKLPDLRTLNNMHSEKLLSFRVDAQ
NPR1 activator: GC-A stimulated cGMP production enhancers – HEK293 GC-A cells, cGMP TR-FRET, EC30 ANP, primary screen; Atrial natriuretic peptide receptor 1 (Homo sapiens), P16066; 0% at EC30 ANP, 100% saturating ANP; activation, % at 10 µM; actives 0.14% (n = 370,000); AID 1671463, 2021; in the data active means activation above about 40%
mABHD4 FP: ABHD4 inhibitors, primary screen, biochemical, fluorescence polarization, mouse; (Lyso)-N-acylphosphatidylethanolamine lipase (Mus musculus), Q8VD66; purified mABHD4, FP-Rh probe fluorescence polarization; inhibition, % at 8.92 µM; actives 0.54% (n = 370,000); AID 720543, 2013;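 active means inhibition exceeding the mean over every tested compound plus 3 SD, cut at about 30% in these data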;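 further: 0% = plate median of compound wells and 100% = S159A mutant with DMSO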
Target sequence (Q8VD66 whole entry, looked up): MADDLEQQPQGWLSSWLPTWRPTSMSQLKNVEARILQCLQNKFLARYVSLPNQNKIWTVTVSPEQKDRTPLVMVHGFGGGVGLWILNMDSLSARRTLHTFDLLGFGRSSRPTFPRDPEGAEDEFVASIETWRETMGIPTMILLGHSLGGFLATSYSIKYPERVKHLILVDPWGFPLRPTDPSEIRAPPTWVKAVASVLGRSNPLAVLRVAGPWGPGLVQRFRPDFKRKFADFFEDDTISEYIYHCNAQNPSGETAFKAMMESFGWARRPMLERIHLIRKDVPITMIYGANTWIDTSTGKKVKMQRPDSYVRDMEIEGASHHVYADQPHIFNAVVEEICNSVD
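Test system: mouse ABHD4 enzyme, wild type. Reagent: FP-Rh fluorescent activity-based probe, added after compound pre-incubation. Timing: pre-incubation 45 min, probe exposure 60 min, at 25 °C. Technique: FP readout, ex 525 nm / em 598 nm. Benchmarks: high control S159A mutant with DMSO, low control median of compound wells.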
SMARCA2 activ: SMARCA2 (BRM) function activators, primary screen, cell-based, luminescence, high throughput; actives 1% (n = 370,000); MG213 cells, MMTV-luciferase reporter, dexamethasone, overnight; activation, % at 9.1 µM; AID 652017, 2013; in the data active means activation above about 7.8%;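 further: 0% = vehicle wells and 100% = reference activator wells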
PG9 Ab binder: binders of HIV-1 gp120 antibody PG9, primary screen, biochemical, TR-FRET | AID 624416, 2012 | HIV-1 gp120 / PG9 antibody interaction | actives 0.43% (n = 360,000) | TR-FRET gp120-PG9 antibody binding | inhibition, % at 6.7 µM; in the data active means inhibition above about 8.5%
ARFGAP1 inh: inhibitors of rat ARFGAP1 GAP activity, primary screen, biochemical, fluorescence polarization, GDP tracer; ADP-ribosylation factor GTPase-activating protein 1 (Rattus norvegicus), Q62848; Arfgap1-stimulated ARF1 GTP hydrolysis, GDP FP detection; inhibition, % at 16.5 µM; actives 0.26% (n = 360,000);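 active means inhibition above a per-plate limit, mean inhibition of low control wells plus 3 SD, cut at about 25% in these data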;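 further: 0% = DMSO wells with enzyme and 100% = wells lacking Arfgap1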
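Material – truncated rat Arfgap1 GAP domain · Buffer or medium – HEPES-based buffer, pH 7.5 · Reagent – human ARF1(Δ1-17)-GTP substrate · Dosing – 16.5 µM single point, 1.26% DMSO · Schedule – GTP hydrolysis reaction 2 h at 25 °C · Technique – GDP detection by fluorescence polarization · Benchmarks – No-Arfgap1 wells (100%) versus DMSO full-reaction wells (0%) · Repeats – single replicate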
HTRA1 inh: HTRA1 serine protease inhibitors, primary screen, biochemical, fluorescence polarization, HTS; recombinant HTRA1, FP-rhodamine activity-based probe; inhibition, % at 5.96 µM; actives 0.5% (n = 340,000); AID 504803, 2011; in the data active means inhibition above about 36%;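 further: 0% = enzyme with DMSO and 100% = wells lacking enzyme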
rCAG binder: binders of r(CAG) RNA repeats, primary screen, biochemical, fluorescence. r(CAG) RNA repeat, TO-PRO-1 dye displacement fluorescence. inhibition, % at 3 µM. actives 1.3% (n = 370,000). AID 651821, 2012;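 active means inhibition above the plate cutoff, the mean of all test compounds on that plate plus 3 SD, cut at about 35% in these data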;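 further: 0% = DMSO alone and 100% = 100 µM mitoxantrone as full dye displacement; higher means more dye released from RNA so lower well fluorescence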
ASAP1 inh: inhibitors of human ASAP1 ArfGAP activity, primary screen, biochemical, fluorescence polarization. Arf-GAP with SH3 domain, ANK repeat and PH domain-containing protein 1 (Homo sapiens), …. ASAP1-stimulated ARF1 GTP hydrolysis, GDP FP detection. inhibition, % at 16.5 µM. AID 624377, 2012. actives 0.19% (n = 360,000); in the data active means inhibition above about 25%;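 further: 0% = vehicle with enzyme and substrate and 100% = no enzyme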
NPR2 activator: human GC-B receptor activators, primary screen, HEK293 GC-B cells, cGMP TR-FRET, EC30 CNP | Atrial natriuretic peptide receptor 2 (Homo sapiens), P20594 | 0% at EC30 CNP, 100% saturating CNP | activation, % at 10 µM | actives 0.11% (n = 370,000);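 active means activation at 10 µM reaching about 35% in either raw or pattern-adjusted values, limit read from the data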
Starred values were filed as active, the others as inactive; nt = not tested or not shown.

SMILES | NR1D1 modulator | NPR1 activator | mABHD4 FP | SMARCA2 activ | PG9 Ab binder | ARFGAP1 inh | HTRA1 inh | rCAG binder | ASAP1 inh | NPR2 activator
Cc1ccc(Nc2nc(-c3ccccc3)c(CC(=O)O)s2)cc1 | -2 | 2 | -6 | 0 | -2.5 | -3 | -6 | 9 | -3 | -2
O=C(CCCN1C(=O)c2ccccc2C1=O)NCC1CCCO1 (centres undefined) | -1 | 1 | -5 | 0 | -2.4 | 8 | -1 | 5 | 8 | -1
Clc1ccc(-n2ncc3c(NCc4cccnc4)ncnc32)cc1Cl | -3 | 26 | -4 | 1 | -1.6 | 8 | -9 | 5 | 0 | 0
CCN(CC)S(=O)(=O)c1cc(C(=O)NC2CCCCC2)ccc1C | 1 | -2 | 0 | 2 | 1.0 | 3 | -2 | -2 | -4 | 0
COc1ccc(-c2nc(CN3CCCCC3CCc3ccccn3)c(C)o2)cc1 (centres undefined) | -4 | 3 | -3 | -3 | -1.6 | -14 | -9 | -6 | -8 | 0
O=C1CC(C(=O)O)C(c2ccccc2)c2ccccc21 (centres undefined) | 3 | 1 | 2 | -1 | 0.3 | -14 | -1 | 1 | 4 | 1
Cc1ccc(NS(=O)(=O)c2cc(C(=O)N3CCc4ccccc4C3)ccc2Cl)cc1 | 6 | -1 | -3 | 0 | 0.4 | 4 | -29 | 5 | 0 | -6
CCC(=O)Nc1c2c(nc3c1CCC3)CCCC2 | -4 | 3 | -2 | -4 | -2.7 | 1 | 8 | -5 | 14 | 1
Cn1nc(-c2ccc(Cl)cc2)cc1NC(=O)CCCC(=O)O | 4 | 6 | 0 | -1 | -0.4 | 8 | nt | -2 | 21 | 2
O=C(O)c1cc(-c2ccc(Cl)cc2)n(-c2ccc(Cl)cc2)n1 | -7 | -4 | 6 | -3 | -3.5 | -8 | 1 | 13 | -1 | -3
CN(C(=O)CCCN1CCCC1=O)C1CCCN(Cc2ccccc2F)C1 (centres undefined) | 2 | 1 | 0 | 0 | 0.6 | 12 | 1 | -7 | 1 | -3
CCC(NC(=O)CCc1c(C)c2cc3c(-c4ccccc4)coc3cc2oc1=O)C(=O)O (centres undefined) | -1 | -3 | 4 | -2 | 0.8 | 2 | 1 | 37* | 3 | 4

Entries of single compounds, looked up by structure:
Results for `CCN(CC)S(=O)(=O)c1cc(C(=O)NC2CCCCC2)ccc1C` : NR1D1 modulator: 1; NPR1 activator: -2; mABHD4 FP: 0; SMARCA2 activ: 2; PG9 Ab binder: 1.0; ARFGAP1 inh: 3; HTRA1 inh: -2; rCAG binder: -2; ASAP1 inh: -4; NPR2 activator: 0
Results for `Cc1ccc(NS(=O)(=O)c2cc(C(=O)N3CCc4ccccc4C3)ccc2Cl)cc1` : NR1D1 modulator: 6; NPR1 activator: -1; mABHD4 FP: -3; SMARCA2 activ: 0; PG9 Ab binder: 0.4; ARFGAP1 inh: 4; HTRA1 inh: -29; rCAG binder: 5; ASAP1 inh: 0; NPR2 activator: -6

The list goes on.
SMILES | NR1D1 modulator | NPR1 activator | mABHD4 FP | SMARCA2 activ | PG9 Ab binder | ARFGAP1 inh | HTRA1 inh | rCAG binder | ASAP1 inh | NPR2 activator
COc1ccc(C(=O)CSc2nnc(Cn3nnc4ccccc43)n2C)cc1 | 2 | 2 | 1 | 0 | -1.7 | 3 | -5 | 0 | 5 | -2
Cc1nn(C)cc1CN1CCCC(C(=O)c2ccc(-c3ccccc3)c(F)c2)C1 (centres undefined) | 1 | 3 | 2 | -4 | -0.6 | 10 | -1 | -1 | 10 | -4
Cc1ccc(N(C(C)C(=O)N2CCCC2)S(C)(=O)=O)cc1 (centres undefined) | -3 | 1 | -3 | 3 | -0.1 | 15 | 3 | 1 | 1 | 9
O=C1CC(N2CCN(c3ccc(F)cc3)CC2)C(=O)N1Cc1ccc(N2CCCC2=O)cc1 (centres undefined) | 2 | 1 | 5 | -1 | 0.9 | 0 | -3 | -7 | 2 | 0
Cc1nc2nc(Cc3ccccc3)[nH]n2c(=O)c1Cl | -2 | 1 | -3 | -1 | -1.0 | 6 | -13 | -4 | -9 | 4
CC(C)(C)NC(=O)NC(=O)COC(=O)Cc1c(F)cccc1Cl | 9 | 7 | 0 | 2 | 0.0 | -6 | 30 | -7 | -4 | 8
Cc1ccc(S(=O)(=O)c2nc(S(C)(=O)=O)sc2N2CCCCC2C)cc1 (centres undefined) | 5 | 3 | 5 | -2 | -0.3 | 3 | -8 | 0 | 4 | 1
CC(=O)NCCC(=O)NCc1ccc(F)cc1 | 3 | 3 | -14 | -3 | 2.1 | -15 | 11 | 1 | 2 | 4
O=C(Nc1ccn(C2CCC(CO)O2)c(=O)n1)c1ccccc1 (centres undefined) | 2 | 2 | -12 | 2 | -1.4 | 1 | nt | -2 | -1 | 1
CCCc1nc2cc(C)c(Br)c(C)n2c1Cc1ccsc1 | 6 | -2 | 8 | 0 | -0.6 | 11 | nt | 5 | -5 | 2
CCc1ccc(NC(=O)C(C)OC(=O)c2ccc(-n3cnnn3)cc2)cc1 (centres undefined) | 0 | -1 | -8 | 0 | 1.1 | 9 | 2 | 3 | -8 | 8
COc1ccc(-c2nn(-c3ccccc3)cc2/C=C(\C#N)C(N)=O)cc1[N+](=O)[O-] | -26 | 4 | -3 | -1 | -0.1 | -11 | -16 | 4 | 5 | 18
O=[N+]([O-])c1cccc(COc2ccccc2CN2CCCCC2)c1 | -2 | -5 | -4 | -2 | -0.2 | 0 | 1 | 3 | -6 | -3
CS(=O)(=O)N1CCc2cc(C(=O)N3CCCCC3)ccc21 | 5 | 1 | 6 | 1 | -0.7 | 18 | 9 | -1 | -10 | 9
Cc1cc(C)cc(Oc2nc3c(C)cccn3c(=O)c2/C=C(\C#N)C(=O)NC2CCS(=O)(=O)C2)c1 (centres undefined) | 3 | -1 | -1 | -2 | 0.2 | -1 | 0 | 1 | 7 | -2
CN(C)S(=O)(=O)c1cccc(C(=O)Nc2cc(S(=O)(=O)N3CCOCC3)ccc2N2CCCC2)c1 | 8 | 0 | 3 | -1 | -0.2 | -14 | -2 | 9 | 2 | 3
CCc1ccccc1NC(=O)C1CCCN1C(=O)NCc1ccccc1 (centres undefined) | 3 | 2 | 0 | -4 | 0.9 | 6 | -2 | 1 | -5 | 3
COc1ccc(CCN(C)C(=O)CSc2nccn2C)cc1OC | 0 | 8 | -7 | -3 | 1.7 | -7 | 6 | -1 | 9 | 6
CCC(OC(=O)C(C)N1C(=O)C(=O)c2ccccc21)C(=O)Nc1ccccc1OC (centres undefined) | 3 | -4 | -1 | -2 | -1.9 | -7 | -8 | -1 | -16 | -3
CC(=O)N1CCc2cc(S(=O)(=O)CCC(=O)O)ccc21 | -1 | 5 | -4 | -1 | 0.4 | 2 | 8 | 0 | -12 | -2
CSCCC1NC(=S)N(Cc2ccccc2)C1=O (centres undefined) | 4 | 0 | 2 | 3 | -0.5 | -9 | -2 | -3 | 3 | -2
COc1ccc(-c2c(-c3ccsc3)oc3ccc(N4CCOCC4)cc23)cn1 | 3 | 6 | 2 | 1 | 0.0 | 9 | -6 | 3 | 5 | 3
CC(C)CNc1cccc2c1S(=O)(=O)N[C@@H](Cc1ccccc1)CO2 | -2 | 2 | -15 | -3 | -1.0 | 16 | nt | 3 | 5 | 0
CCOc1ccc(NC(=O)CN2CCN(c3ccc(F)cc3)CC2)cc1S(=O)(=O)N1CCCC1 | 3 | 1 | -6 | -8 | 0.7 | -10 | 2 | 5 | 4 | 2

3 compounds from above, reduced to NPR2 activator:
structure | NPR2 activator
CCC(OC(=O)C(C)N1C(=O)C(=O)c2ccccc21)C(=O)Nc1ccccc1OC (centres undefined) | -3
CC(=O)N1CCc2cc(S(=O)(=O)CCC(=O)O)ccc21 | -2
CSCCC1NC(=S)N(Cc2ccccc2)C1=O (centres undefined) | -2

Remaining list, next part:
SMILES | NR1D1 modulator | NPR1 activator | mABHD4 FP | SMARCA2 activ | PG9 Ab binder | ARFGAP1 inh | HTRA1 inh | rCAG binder | ASAP1 inh | NPR2 activator
O=C(COc1ccc2c3c(c(=O)oc2c1)CCC3)NC(Cc1ccc(Cl)cc1)C(=O)O (centres undefined) | 1 | 0 | 4 | 1 | -1.5 | 4 | 5 | 23 | -1 | 4
COC1CCN(Cc2c(C(=O)N3C[C@@H](C)O[C@@H](C)C3)nc3ccc(Cl)cn23)CC1 | -4 | 1 | -2 | -2 | 0.1 | 5 | -3 | -5 | -21 | 3
O=C(NC(=S)Nc1cccc(O)c1)c1ccco1 | -5 | 0 | -3 | 9.1* | -0.8 | -3 | 4 | 7 | -3 | -1
CC1CC(C)CN(C(=O)CSCC(=O)Nc2nc(-c3cccs3)cs2)C1 (centres undefined) | 4 | 3 | -4 | -2 | 1.5 | -4 | -20 | 9 | 8 | -7
COc1ccc(CCNC(=O)c2cnn3cccnc23)cc1OC | -3 | 0 | 0 | 3 | -5.2 | -6 | 3 | -1 | 12 | -3
COc1ccc(N/C(N)=N/c2nc(C)cc(C)n2)c(OC)c1 | 0 | 0 | 4 | -2 | -1.5 | -2 | -7 | 10 | 16 | -1
